Assay outcomes (PubChem BioAssay)
M. tuberculosis GlmU – inhibition of mycobacterial GlmU enzyme – biochemical, glucosamine-1-phosphate acetyltransferase (AID 1376). one-dose inhibition, %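 (tested at 30 µM in the primary screen)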; IC50 in µM for titrated hits. 220,000 compounds, 0.25% hits. M. tuberculosis GlmU acetyltransferase enzyme assay; higher % means a stronger effect. Bifunctional protein GlmU (Mycobacterium tuberculosis (strain ATCC 25618 / H37Rv)); in the data active = inhibition above about 13%;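 note: 0% = complete reaction with vehicle and 100% = reaction without substrate; strong numbers were not always called active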
Mtb RmlCD inh – M. tuberculosis RmlC/RmlD coupled enzyme inhibitors, primary screen, biochemical, compound mixtures, 384-well, from 1536-well plates; RmlC+RmlD coupled enzyme assay, percent inhibition; primary screen in compound mixtures; dTDP-4-dehydrorhamnose reductase (Mycobacterium tuberculosis (strain ATCC 25618 / H37Rv)) …; inhibition, % at 3.6 µM; AID 1533, 2009; 160,000 compounds, 0.03% hits; in the data active = inhibition mostly above about 34%, no sharp cut-off; note: some results filed as inactive read as strong as hits
Target sequence (P9WH09 whole entry, looked up): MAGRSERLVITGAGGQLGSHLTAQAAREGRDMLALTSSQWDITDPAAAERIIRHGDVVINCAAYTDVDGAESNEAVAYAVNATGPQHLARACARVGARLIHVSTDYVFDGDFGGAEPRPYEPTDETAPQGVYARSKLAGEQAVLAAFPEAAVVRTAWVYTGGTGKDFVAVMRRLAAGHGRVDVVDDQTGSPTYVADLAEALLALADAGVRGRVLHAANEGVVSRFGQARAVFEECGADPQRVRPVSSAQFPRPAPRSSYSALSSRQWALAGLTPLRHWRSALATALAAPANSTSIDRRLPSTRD
Target sequence (P9WH11 whole entry, looked up): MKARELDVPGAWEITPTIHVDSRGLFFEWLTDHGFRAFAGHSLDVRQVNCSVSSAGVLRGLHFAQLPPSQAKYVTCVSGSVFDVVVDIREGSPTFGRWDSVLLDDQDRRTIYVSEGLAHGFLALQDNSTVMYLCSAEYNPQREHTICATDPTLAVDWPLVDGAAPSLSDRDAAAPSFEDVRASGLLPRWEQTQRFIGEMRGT
* marks the source's active call; other numbers are inactive results; . = no result given; & = joins results of further samples.

SMILES | M. tuberculosis GlmU | Mtb RmlCD inh
Cc1ccc(CSC2=NCCN2C(=O)c2ccc(S(=O)(=O)N(C)C)cc2)cc1 | -8.4% | -1
O=C(NCc1ccccc1)N1CCC(CO)(CCc2ccccc2)CC1 | -5.9% | 11
COC(=O)c1c(N(S(C)(=O)=O)S(C)(=O)=O)sc2c1CCN(c1ncc(C(F)(F)F)cc1Cl)C2 | -2.2% | -1
CCOC(=O)N1CCC(N2CCN(S(=O)(=O)c3ccc(NC(C)=O)cc3)CC2)CC1 | 3.9% | -5
Cc1ccc(NCC(=O)N/N=C/c2ccc(-c3cccc(C(F)(F)F)c3)o2)cc1 | 3.4% | -9
Cc1ccc(C(NC(=O)c2ccccc2)C(Cl)Cl)cc1 (centres undefined) | -0.6% | 9
O=c1c2nnn(-c3ccc(Cl)cc3)c2ncn1Cc1ccccn1 | -2.8% | .
Cn1c(=O)c2c(nc(CN3CCc4ccccc4C3)n2Cc2ccc(F)cc2)n(C)c1=O | -6.3% | .
Cn1nc(C(F)(F)F)c(-c2ccccc2)c1NC(=O)c1cccnc1 | 1.5% | .
CC1=CC(C)(C)N(C(=O)CSc2nnc(N)s2)c2c(C)cc(C)cc21 | -3.0% | 6
Cc1cccc(Nc2nc(N3CCCC3)nc(N3CCCC3)n2)c1 | 8.7% | -2
COc1ccc(/C(=N\O)c2ncc(C(F)(F)F)cc2Cl)cc1 | 1.1% | .
Cn1c(=O)c2c(nc(NN=C3CCCC3)n2C)n(C)c1=O | 4.4% | -17
COc1cccc(Cn2c(NCC(C)C)nc3c2c(=O)n(C)c(=O)n3C)c1 | 0.5% | -7
CCCCn1c(SCC(=O)Nc2cc(C)on2)nc2c1c(=O)n(C)c(=O)n2C | 3.4% | .
CCOC(=O)C1CCN(C(=O)C(CC)c2ccccc2)CC1 (centres undefined) | -0.7% | 11
N#Cc1c(-c2ccc(Cl)cc2)c2c([nH]c1=S)CCCC2 | -7.0% | 7
CCOC(=O)c1cc(NC(=O)CCC(=O)O)ccc1N1CCCCC1 | 1.5% | .
CC(Sc1nnc2c(n1)C1CCC2(C)C1(C)C)C(=O)Nc1ccccc1 (centres undefined) | -1.4% | -9
O=C(NCc1ccccc1)c1nc[nH]c1C(=O)NCc1ccccc1 | 2.6% | 5
O=C1CCC(/C=C/c2ccccc2)=NN1Cc1ccc(F)cc1 | 5.9% | -11
CCc1nccn1C(=O)c1cnn2c(C(F)F)cc(-c3ccccc3)nc12 | -0.3% | 5
COc1cc(C(=S)N2CCOCC2)cc(OC)c1OC(=O)Cc1ccccc1 | -7.5% | -6
Cc1cc(C(=O)N/N=C/c2ccccn2)n[nH]1 | 1.5% | -16
Cc1cc(C)n(-c2nc3ccccc3c(=O)n2OC2CCCCC2)n1 | 1.4% | 24
CC(C)=NOC(=O)c1ccc(-c2ccccc2)cc1 | -3.8% | 28
CC(Oc1ccccc1)C(=O)NC1=NCCS1 (centres undefined) | -3.1% | .
NS(=O)(=O)c1ccc(NC(=S)NC(=O)c2ccco2)cc1 | -0.3%&2.1% | 1&9
Nn1c(SCC(=O)NC(=O)NC2CCCC2)nnc1-c1ccccc1F | 7.8% | .
CCOc1ccc(-n2c(SCC(=O)NC3CCS(=O)(=O)C3)nnc2-c2cccnc2)cc1 (centres undefined) | -3.5% | 4
CCCN(CCC)CC(O)Cn1cc(/C=C/C(=O)c2cccs2)c2ccccc21 (centres undefined) | -5.4% | -9
COc1ccc(C)cc1NC(=O)CN1CCN(S(=O)(=O)c2ccc(C(C)C)cc2)CC1 | -1.2% | 20
NNc1nc2ccc(Cl)cc2s1 | 1.1% | 47
Cc1ccc2nc(C)cc(C(=O)OCC(=O)Nc3cccnc3Cl)c2c1 | 6.2% | 4
Cc1ccc(C2NC(=O)c3c(sc4c3CCN(C)C4)N2)s1 (centres undefined) | -0.1% | -3
CN(C)CCNC(C(=O)Nc1cc(Cl)cc(Cl)c1)c1ccccc1 (centres undefined) | -5.7% | 7
CC(=O)c1ccc(NC(=O)CSc2nc(N)c3cc4c(nc3n2)CCCC4)cc1 | 8.2% | 5
CN=C1CC(C)(C)CC(=O)/C1=C(/O)CCCN1C(=O)c2ccccc2C1=O | -4.6% | -9
CCOC(=O)c1ccc[n+](CC(=O)c2ccc(OC)cc2)c1 | -0.7% | .
CC1(C)CC2CC(C)(CN2C(=O)COC(=O)c2ccc(Cl)cc2N)C1 (centres undefined) | 6.8% | 5
O=C(O)c1cc(-c2ccc(/C=N/Nc3ccc([N+](=O)[O-])cn3)o2)ccc1Cl | 3.9% | 1
C=CCn1c(SCC(=O)c2ccc(Cl)s2)nc2ccccc2c1=O | 9.1% | -8
CCN(CC)C(=O)CN1C(=O)C2CC=C(Cl)CC2C1=O (centres undefined) | . | 10
O=C(NCc1ccccc1)[C@H]1C[C@@H]1[C@H](NP(=O)(c1ccccc1)c1ccccc1)c1ccccc1 | 2.9% | .
CC(C)(C)c1ccc(C(=O)NC(=S)NCC2CCCO2)cc1 (centres undefined) | -6.2% | -1
Nc1c(-c2ccc(F)cc2)cnc2ncnn12 | 2.5% | 1
CCOC(=O)c1cc(NC(=O)c2cc(C)on2)cc(C(=O)OCC)c1 | 1.4% | .
CCCCNC(=O)CCCCC(=O)N/N=C/c1ccccc1Cl | -0.7% | -12
CC(C)C(=O)N1CCN(c2nc(-c3ccccc3)c3c(c2C#N)CC(C)(C)OC3)CC1 | -4.8% | -8
O=C(CSc1ccc(-c2nc3ccccc3[nH]2)cn1)Nc1ccc(S(=O)(=O)N2CCCC2)cc1 | -0.8% | -16
CCOC(=O)c1c(CSC(=N)N)n(-c2ccc(Br)cc2)c2cc(Br)c(OC(C)=O)cc12 | -9.6% | .
O=C(c1ccc2snnc2c1)N1CCN(c2ccccn2)CC1 | 2.6% | -1
CCOC(=O)c1c(Nc2ccccc2N)cc(C)nc1C | 3.0% | 9
C/C(=N/NS(C)(=O)=O)c1ccc2ccccc2c1 | 2.8% | -3
NC1=NC[C@@H](Cc2ccc(O)cc2)N1CCC12CC3CC(CC(C3)C1)C2 | 0.2% | .
CCNS(=O)(=O)c1ccc(NC(=O)Cn2cc([N+](=O)[O-])cn2)cc1 | 0.7% | -11
C=CCN1C(=O)/C(=C\c2ccc(Cl)cc2)N=C1SCC(=O)NC1CCCCC1 | -1.4% | -8
Cn1c(=O)c2c(nc(Oc3ccc4c(c3)OCO4)n2Cc2ccc(Cl)cc2)n(C)c1=O | 3.2% | .
CC(=O)Nc1nonc1NC(=O)c1ccc(C(C)(C)C)cc1 | . | 1
Cc1ccc(C(=O)Nc2scc(-c3ccccc3)c2C(=O)O)o1 | 4.9% | -3

Entries listed so far with a cyano group, in the order listed:
SMILES | M. tuberculosis GlmU | Mtb RmlCD inh
N#Cc1c(-c2ccc(Cl)cc2)c2c([nH]c1=S)CCCC2 | -7.0% | 7
CC(C)C(=O)N1CCN(c2nc(-c3ccccc3)c3c(c2C#N)CC(C)(C)OC3)CC1 | -4.8% | -8

Quoted from the listing.
N#Cc1c(-c2ccc(Cl)cc2)c2c([nH]c1=S)CCCC2 in Mtb RmlCD inh reads 7
COc1ccc(C)cc1NC(=O)CN1CCN(S(=O)(=O)c2ccc(C(C)C)cc2)CC1 in Mtb RmlCD inh reads 20

New compounds follow.
SMILES | M. tuberculosis GlmU | Mtb RmlCD inh
CCOC(=O)c1sc(/N=C/C2=C(O)CC(C)(C)CC2=O)c(C(=O)OCC)c1C | 2.2% | .
O=C(NCCCN1CCOCC1)c1ccc(Cl)c(S(=O)(=O)N2CCCCCC2)c1 | -1.8% | .
Cc1ccc(OCC(=O)N(Cc2ccc(N(C)C)cc2)C2CCS(=O)(=O)C2)cc1C (centres undefined) | -4.8% | .
C(=N\c1nccs1)/Nc1nccs1 | -5.0% | .
Cc1cc(C(=O)N[C@H](c2ccccc2)[C@@]2(C)C[C@@H]2[C@@H](C)C(=O)Nc2ccc3ccccc3c2)no1 | 0.7% | .
Nc1nc(Nc2ccccc2)nc2ccccc12 | 3.7% | .
COc1ccc2c(C=O)cn(C)c2c1 | 3.5% | 6
COc1ccc(N2CC(C(=O)NC3=NCCS3)CC2=O)cc1 (centres undefined) | -2.5% | 10
COc1cc(CCCN2C(=O)C(=O)NC[C@@H]2c2ccccc2)cc(OC)c1OC | -3.9% | -8
CCN(C(=O)Cn1c(=O)oc2ccccc21)c1cccc(C(F)(F)F)c1 | 6.4% | 11
CCOc1ccc2nc3sc(C(=O)N4CCN(C)CC4)c(N)c3cc2c1 | 3.0% | -10
Cc1cc(C)nc(N2CCCC(C(=O)NCC(c3ccccc3)c3ccccc3)C2)n1 (centres undefined) | 4.2% | .

In the list so far, 4 contain a furan ring, fused or not.
SMILES | M. tuberculosis GlmU | Mtb RmlCD inh
Cc1ccc(NCC(=O)N/N=C/c2ccc(-c3cccc(C(F)(F)F)c3)o2)cc1 | 3.4% | -9
NS(=O)(=O)c1ccc(NC(=S)NC(=O)c2ccco2)cc1 | -0.3%&2.1% | 1&9
O=C(O)c1cc(-c2ccc(/C=N/Nc3ccc([N+](=O)[O-])cn3)o2)ccc1Cl | 3.9% | 1
Cc1ccc(C(=O)Nc2scc(-c3ccccc3)c2C(=O)O)o1 | 4.9% | -3

4 of the compounds above, field by field:
SMILES: COc1ccc2c(C=O)cn(C)c2c1
  M. tuberculosis GlmU: 3.5%; Mtb RmlCD inh: 6

SMILES: COc1ccc(N2CC(C(=O)NC3=NCCS3)CC2=O)cc1 (centres undefined)
  M. tuberculosis GlmU: -2.5%; Mtb RmlCD inh: 10

SMILES: COc1cc(CCCN2C(=O)C(=O)NC[C@@H]2c2ccccc2)cc(OC)c1OC
  M. tuberculosis GlmU: -3.9%; Mtb RmlCD inh: -8

SMILES: CCN(C(=O)Cn1c(=O)oc2ccccc21)c1cccc(C(F)(F)F)c1
  M. tuberculosis GlmU: 6.4%; Mtb RmlCD inh: 11

Next part:
SMILES | M. tuberculosis GlmU | Mtb RmlCD inh
Cc1nc(N2CCCCC2)c2ccsc2n1 | 0.3% | -9
COc1ccc(C2C(C(=O)c3ccccc3)N3c4ccccc4C=CC3C2[N+](=O)[O-])cc1 (centres undefined) | -4.6% | 6
CCCC(=O)Nc1cc2c(cc1C(C)=O)OCCO2 | -2.6% | .
Cc1ccsc1C(=O)C1CCCN(Cc2ccccc2O)C1 (centres undefined) | 2.2% | -10
O=C(O)C1CCC(CN(Cc2cccc(Br)c2)C(=S)Nc2ccccc2F)CC1 (centres undefined) | 3.9% | .
O=C(/C=C/c1cccs1)c1cc(Br)ccc1OC(=O)N1CCOCC1 | 1.5% | .
O=c1c(N=Nc2ccc(O)cc2)c(-c2ccccc2)[nH]n1-c1ccc([N+](=O)[O-])cc1 | -1.9% | 9
O=C(O)c1ccc(C[n+]2c(-c3ccccc3)csc2Nc2ccccc2)cc1 | 9.3% | .
CCn1c(SCC(=O)Nc2cc(C)nn2-c2ccccc2)nnc1-c1cccs1 | 2.3% | -10
COc1ccc(-c2noc(COc3ccccc3OC)n2)cc1OC | 3.1% | -5
COc1cccc(NC(=O)CC2S/C(=N\S(=O)(=O)c3ccccc3)N(c3ccccc3)C2=O)c1 (centres undefined) | -2.0% | 1
C=CCN1C(=O)C2C(C(=O)NC)C3(C)C=CC2(O3)C1C(=O)NCc1ccc(OC)cc1 (centres undefined) | 1.8% | .
O=C(NNC(=O)C1COc2ccccc2O1)c1ccccc1 (centres undefined) | -2.1% | 2
O=C(O)c1ccc(-n2cncn2)c([N+](=O)[O-])c1 | 0.9% | 49
O=C(NN1C(=O)/C(=C/c2ccc(O)c([N+](=O)[O-])c2)SC1=S)c1ccccc1Cl | 8.0% | 8
CCOc1ccc(-n2c(SCc3cc(=O)oc4cc(C)ccc34)nnc2-c2cccnc2)cc1 | -1.6% | .
O=C(NCc1nc2ccccc2[nH]1)C1=C[C@@H](c2csc3ccccc23)C[C@@H](OCCCCO)O1 | 1.1% | .
Cc1nc(Nc2ccc(S(=O)(=O)N3CCCCC3C)cc2)c2nnn(Cc3ccccc3)c2n1 (centres undefined) | -0.8% | -12
COc1ccc(S(=O)(=O)c2nnn(-c3cccc(Cl)c3)c2N)cc1 | -6.6% | 5
CN(C)c1ccc(NC(=O)Nc2cccc3ccccc23)cc1 | 2.6% | 8
Cc1cc(N2CC(C)OC(C)C2)nc2ccccc12 (centres undefined) | 3.2% | 10
Cc1nc2nc(COc3ccccc3)nn2c(C)c1Cl | 6.2% | 10
Cc1ccc(-c2nn3c(C)nnc3s2)cc1NC(=O)c1ccc(Br)o1 | 1.7% | 18
Cn1cnc([N+](=O)[O-])c1Nc1cccc(O)c1 | 0.2% | .
COc1cc(C)ccc1OCCCON1C(=O)CCC1=O | -4.5% | 17
Cc1cccc(C)c1OCc1n[nH]c(=S)n1-c1ccccc1 | 0.8% | .
CC(=O)Nc1ccc(S(=O)(=O)N(C)c2ccc(O)cc2)cc1 | 2.2% | .
COC(=O)CSc1nc2cc(Cl)ccc2c(=O)n1C1CCCC1 | 0.8% | .
C/C(=N\NC(=O)c1nn(C)cc1Br)c1cccc(NC(=O)C(C)(C)C)c1 | 4.3% | 9
Cc1cc(C)nc(SCC(CSc2nc(C)cc(C)n2)C(=O)O)n1 | 3.2% | .

Some of the compounds tested; the hit share may differ from the screen's.
